Assay outcomes deposited in PubChem by several laboratories.
LYP inhibition: inhibitors of LYP phosphatase, biochemical, fluorescence intensity, uHTS (AID 1779) | Tyrosine-protein phosphatase non-receptor type 22 (Homo sapiens) | recombinant LYP phosphatase, fluorescence intensity; higher % means a stronger effect | actives 0.054% (n = 290,000) | one-dose inhibition, % at 11.5 µM; IC50 in µM for titrated hits; in the data active = inhibition above about 50%;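 also: plate controls were vehicle with enzyme for no effect and no enzyme for full effect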
WT yeast gro inh: growth inhibition of WT strain, primary screen, mitochondrial fusion inhibitor project, WT and mutant strains, chemical genetic; mitochondrial fusion phenotypic screen; inhibition, % at 10 µM; actives 2.1% (n = 190,000); AID 1362, 2008; in the data active = inhibition above about 58%; tested in S. cerevisiae
GPR35 arrestin U2OS: GPR35 antagonists blocking zaprinast-driven arrestin recruitment, primary screen, imaging, U2OS, beta-arrestin-GFP, zaprinast agonist (AID 2058); one-dose inhibition, % at 10 µM; IC50 in µM for titrated hits; actives 0.052% (n = 290,000); G-protein coupled receptor 35 (Homo sapiens); U2OS GPR35 beta-arrestin-GFP translocation imaging, zaprinast antagonism; higher % means a stronger effect;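 active = inhibition of at least 50% with at least 30 cells and total cytoplasm GFP at most 10,000,000; inconclusive = under 30 cells or total GFP of 10,000,000 plus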
Autophagy HCS: autophagy modulators in MEF cells, primary screen, imaging, high-content, MEF GFP-LC3. MEF GFP-LC3 puncta imaging; test concentration mostly 10 µM. calls only at 10 µM (by protocol). actives 0.98% (n = 190,000). AID 463193, 2010;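 active = percentage of spot-positive cells more than 3 SD above its plate mean, without a fluorescence outlier flag or 80% toxicity; inconclusive = no clear call, values can overlap the other calls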;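 also: spot-positive cell cutoff set from DMSO-treated cells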
NTR1 ag: agonists of NTR1, primary screen, imaging, U2OS cells, beta-arrestin-GFP, high content (AID 493036); actives 0.17% (n = 330,000); activation, % at 20 µM; Neurotensin receptor type 1 (Homo sapiens), P30989; NTR1-U2OS beta-arrestin-GFP spot imaging, agonist mode;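 active = activation at or above 40% of the spot to cytoplasm intensity ratio, with at least 20 cells analyzed; inconclusive = wells under 20 cells, flagged as cytotoxic or low count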;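 also: 0% = DMSO without peptide and 100% = 100 nM NTR1 peptide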
Target sequence (P30989 whole entry, looked up): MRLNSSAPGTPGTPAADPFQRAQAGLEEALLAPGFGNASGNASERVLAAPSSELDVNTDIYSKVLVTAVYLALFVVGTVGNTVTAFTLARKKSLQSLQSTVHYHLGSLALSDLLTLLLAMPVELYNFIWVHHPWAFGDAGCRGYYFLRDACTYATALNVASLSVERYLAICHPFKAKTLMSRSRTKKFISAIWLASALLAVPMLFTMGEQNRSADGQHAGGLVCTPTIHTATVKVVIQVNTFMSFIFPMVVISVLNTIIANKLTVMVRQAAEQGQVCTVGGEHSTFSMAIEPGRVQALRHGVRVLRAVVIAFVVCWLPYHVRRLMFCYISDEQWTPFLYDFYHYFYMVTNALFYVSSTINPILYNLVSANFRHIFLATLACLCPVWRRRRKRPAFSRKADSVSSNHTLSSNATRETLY
RSV antiviral HEp-2: RSV antiviral activity via CPE protection, HEp-2 cells, primary 10 µM value included (AID 2391); actives 0.13% (n = 310,000); HEp-2 cells, RSV-induced CPE inhibition; higher % means a stronger effect; one-dose CPE inhibition, % at 10 µM; IC50 in µM for titrated hits; in the data active = a potency from the dose series; inconclusive = CPE inhibition mostly from about 23% at the one dose, without a potency; inactive = the rest, 99 in 100 with CPE inhibition below about 21%; also: strong numbers were not always called active
UTI89 phage lysis: inhibition of K1F phage lysis, E. coli UTI89, bacterial capsule biogenesis inhibitors, alamar blue (AID 488966); E. coli UTI89 K1F phage lysis, alamar blue, 2 h; higher % means a stronger effect; inhibition, % at 100 µM; hits with a dose series show IC50 in µM; actives 0.02% (n = 340,000);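 active = phage lysis inhibition, versus mean bacterial control, above a set limit; inconclusive = no clear call, values can overlap the other calls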;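 also: capsule biogenesis inhibitors block K1F phage lysis so surviving cells raise fluorescence; higher fluorescence means more inhibition of phage lysis; actives were called in the ten point dose series up to 300 µM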
AID2073: inhibitors of Mint1-CaV2.2 protein interaction, biochemical, HTRF (AID 2073). one-dose inhibition, % at 20 µM; IC50 in µM for titrated hits. Voltage-dependent N-type calcium channel subunit alpha-1B (Homo sapiens). actives 0.19% (n = 290,000). HTRF protein-protein interaction, Mint1-CaV2.2; higher % means a stronger effect; in the data active = inhibition mostly above about 51%, no sharp cut-off; inconclusive = no clear call, values can overlap the other calls; inactive = mostly below about 53%; also: some results filed as inactive read as strong as hits
NS5 inhibitors: Dengue-2 NS5 methyltransferase inhibitors, primary screen, biochemical, confirmation dose response (AID 588689); Genome polyprotein (Dengue virus type 2 (strain 16681-PDK53)); actives 0.3% (n = 340,000); one-dose inhibition, % at 25 µM; IC50 in µM for titrated hits; Dengue-2 NS5 methyltransferase capping enzyme assay, biochemical; higher % means a stronger effect; in the data active = a potency from the dose series; inconclusive = inhibition above about 29% without an active follow-up result
WT yeast gro inh mutant strain: recorded beside WT yeast gro inh, whose call it bears; inhibition, %; mitochondrial fusion phenotypic screen, mutant strain inhibition
Autophagy HCS cell loss 18 h: also measured in Autophagy HCS; calls as there; toxicity, %; measured here: cell loss, nuclei count;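 cell loss after 18 h compound exposure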
NTR1 ag cell count 20 µM: recorded beside NTR1 ag, whose call it bears; cell count; measured here: cell count, cytotoxicity flag
Starred values were filed as active, the others as inactive; i = inactive; ? = inconclusive; . = no result given; [ ] = another dose, or the depositor's remark.

SMILES	LYP inhibition	WT yeast gro inh	WT yeast gro inh mutant strain	GPR35 arrestin U2OS	Autophagy HCS	Autophagy HCS cell loss 18 h	NTR1 ag	NTR1 ag cell count 20 µM	RSV antiviral HEp-2	UTI89 phage lysis	AID2073	NS5 inhibitors
COC(=O)C(Cc1ccc(O)cc1)NC(=O)CCc1nc2ccccc2s1 (centres undefined)	-5%	.	.	-4%	.	.	-0.8	45	-0.1%	0.3%	0%	-7%
CCC(C)NC(=O)Cn1nc([N+](=O)[O-])c(Cl)c1C (centres undefined)	2%	16	12	-9%	i	0	-1.8	35	-0.2%	0.2%	9%	-4%
CCCCCn1c(=O)[nH]c2cc(C(=O)NCCN3CCOCC3)ccc2c1=O	.	4	-5	.	i	6	-0.6	95	2.6%	0.1%	.	-6%
CN1C(=O)C(C)(C)c2cc(S(=O)(=O)NCc3ccc(Cl)cc3)ccc21	-8%	.	.	-3%	.	.	-0.3	62	-1.0%	2.1%	12%	0%
Cc1ccc(S(=O)(=O)N2CCOCC2)cc1NC(=O)CN(C)C1CCS(=O)(=O)C1 (centres undefined)	-11%	.	.	12%	.	.	-1.6	48	2.9%	0.4%	1%	4%
CC(C)CN(C(=O)COC(=O)CNC(=O)c1sc2ccccc2c1Cl)C1CCS(=O)(=O)C1 (centres undefined)	.	.	.	.	.	.	0.7	58	0.1%	3.7%[50 µM]	.	-3%
Cc1cnc2cc(Cl)ccc2c1SCC(=O)O	-3%	.	.	-2%	.	.	.	.	0.9%	1.1%[50 µM]	19%	-11%
CCOC(=O)c1oc2ccccc2c1NC(=O)c1ccco1	-3%	.	.	-10%	.	.	1.8	53	-0.8%	-0.1%	12%	3%
COc1cc(C(=O)Nc2ccc(C)cc2)c(-n2cnnn2)cc1OC	-8%	10	13	-18%	i	29	3.6	49	2.8%	-0.3%	3%	-16%
CCOc1ccc(N(CC(=O)NC2CCCC2)S(=O)(=O)c2c(C)noc2C)cc1	-5%	7	1	-7%	i	-8	-1.8	61	-0.2%	0.1%	5%	-1%
CN(CC(=O)Nc1ccc(F)c(Cl)c1)S(=O)(=O)c1ccc2c(c1)n(C)c(=O)c(=O)n2C	-8%	.	.	1%	.	.	-0.6	80	0.2%	0.4%	17%	0%
COc1ccc(C(=O)NNC(=O)CSc2nnnn2C)cc1	-4%	-20	-7	14%	i	17	-0.9	41	0.5%	2.4%	0%	-1%
CCCOC(=O)Nc1ccccc1C(N)=O	-8%	-3	-8	-2%	i	10	0.1	44	-0.7%	1.2%	-3%	1%
COc1cc(C(=O)NNC(=O)COc2cccc(F)c2)ccc1OCC(=O)N1CCOCC1	.	.	.	.	.	.	-0.8	70	0.5%	0.4%[50 µM]	.	1%
CCN(CC(=O)NC1CCS(=O)(=O)C1)S(=O)(=O)c1ccccc1 (centres undefined)	-9%	-8	14	11%	i	-10	0.4	62	1.1%	1.6%[50 µM]	1%	-11%
CN1CCN(C(=O)c2cc(Oc3c(F)c(F)c(F)c(F)c3F)cc(C(=O)N3CCN(C)CC3)c2)CC1	-3%	-8	-4	5%	i	15	-1.4	96	-0.9%	-0.1%	8%	-7%
CN1CCC(=NNC(=O)CN(c2cccc([N+](=O)[O-])c2)S(=O)(=O)c2ccccc2)CC1	-5%	.	.	-2%	.	.	0.2	44	1.9%	-1.2%	6%	-5%
CSc1nc2ccc(NS(=O)(=O)c3ccc(Br)s3)cc2s1	-1%	.	.	6%	.	.	0.7	58	3.2%	0.5%	-2%	-7%
CN(CCc1ccccc1)C1CCCN(C(=O)Cn2cccn2)C1 (centres undefined)	-8%	.	.	-1%	.	.	-0.5	59	.	0.1%	-2%	-11%
NS(=O)(=O)c1ccc(CNC(=O)Cc2cccs2)cc1	-8%	.	.	-2%	.	.	0.4	56	0.7%	0.1%	3.9µM*	9%
CC(C)C(=O)N1CCC2(CC1)Oc1ccc(F)cc1C(=O)C21CC(c2cccnc2)=NO1 (centres undefined)	-6%	.	.	9%	.	.	-0.1	76	.	.	-1%	.
CC(=O)OCCNc1nc(-c2ccccc2)nc2ccccc12	-4%	2	-11	-4%	i	10	0.5	74	2.5%	0.2%	7%	-1%
CC(C(=O)Nc1ccccc1C(=O)N1CCOCC1)N(c1ccccc1)S(C)(=O)=O (centres undefined)	-7%	-10	-5	-6%	i	-11	-3.2	79	0.8%	0.9%	?	-2%
O=S(=O)(Nc1ccc(Br)cn1)c1ccc(Cl)s1	-6%	.	.	-2%	.	.	0.6	72	5.1%	-0.2%	3%	-9%
Nc1cc(C(=O)OCC(=O)NCc2ccc(F)cc2)ccc1Cl	-7%	5	9	8%	i	-12	1.0	90	1.4%	0.1%	14%	-2%
O=C(COc1ccccc1)N=C1SC2CS(=O)(=O)CC2N1c1ccccc1F (centres undefined)	-6%	.	.	-5%	.	.	-0.3	74	0.9%	0.1%	6%	-4%
COc1ccc(Cl)cc1C(=O)Nn1cnc2ccccc2c1=O	-2%	20	14	11%	i	8	-0.4	47	0.5%	1.0%[50 µM]	37%	-3%
NS(=O)(=O)c1cccnc1Nc1c(Cl)cccc1Cl	-5%	22	4	1%	i	-3	0.1	37	0.0%	-2.2%[50 µM]	9%	-4%
CCOc1c(C)cc2[nH]c(CCC(=O)O)nc2c1C	-10%	-17	-3	-12%	i	0	-1.8	48	1.0%	0.6%	8%	3%
COc1ccc(N(CC(=O)NCCSc2ccccn2)S(=O)(=O)c2ccccc2)cc1OC	-6%	.	.	13%	.	.	0.5	54	2.0%	0.2%	1%	-7%
CC(=O)Nc1ccc(OCC(O)Cn2nc(C)c(C(C)=O)c2C)cc1 (centres undefined)	1%	-9	-5	6%	i	-2	2.9	39	0.1%	0.3%	6%	1%
CCOC(=O)C1CCN(C(=O)Cc2cccc3ccccc23)CC1	-9%	-10	-18	-1%	i	-4	1.6	34	0.9%	-0.3%	-16%	-14%
COCCNC(=O)C1CCN(S(=O)(=O)c2ccc3c(c2)OCCO3)CC1	.	.	.	.	.	.	-0.6	57	-0.9%	1.4%[50 µM]	.	4%
CN(C)S(=O)(=O)n1cc(/C=C(\NC(=O)c2ccccc2Cl)C(=O)N2CCOCC2)c2ccccc21	-12%	.	.	-13%	.	.	2.3	71	1.1%	0.4%	4%	-12%
N#Cc1ccc(OCC(=O)N2CCN(S(=O)(=O)c3ccc(Cl)s3)CC2)cc1	.	.	.	.	.	.	5.3	67	0.0%	0.9%[50 µM]	.	-8%
Cc1ccc(N=C2NC(=O)CS2)cc1	-7%	8	5	-3%	i	-15	0.8	78	32%	0.0%	4%	-10%
CN(C)c1ccc(C(=O)/C=C/c2ccc(Br)cc2)cc1	5%	-23	1	17%	i	-6	0.3	95	-1.1%	0.2%	31%	-2%
COc1cc(/C=N/NC(=O)CC2(C)OCCCO2)ccc1OCc1ccccc1	0%	-8	-9	-7%	i	-19	1.8	63	1.2%	1.1%	-1%	-3%
CC(C)(C)c1cnnn1-c1cccc([N+](=O)[O-])c1	5%	2	-13	-7%	i	-1	1.8	60	-0.1%	.	-5%	.
Cc1cc(OCC(=O)NCc2ccncc2)ccc1Cl	-7%	1	-2	10%	i	15	-1.0	63	1.2%	0.2%	4%	-7%
C/C(=N/Nc1ccc([N+](=O)[O-])cc1)c1ccc(C)cc1C	-1%	23	15	2%	i	2	8.7	79	?	3.3%	3%	.
Clc1ccc(CSc2nnc(CNc3cccc(Cl)c3)o2)cc1	-1%	81*	50*	7%	i	23	7.8	53	?	0.1%	-1%	-3%
C/C(=C\c1ccc2c(c1)OCO2)C(=O)c1c(C)cc(C)[nH]c1=O	-2%	-3	-5	-4%	i	0	-0.9	34	0.1%	3.4%	-4%	-4%
CCOC(=O)N1CCN(C(=O)c2ccccc2-c2ccccc2)CC1	-1%	-6	-3	12%	i	34	4.2	44	-0.5%	-0.4%	12%	-4%
Cc1ccc(C(=O)NCCSc2snnc2C)cc1	-2%	13	21	2%	i	-7	1.1	63	-0.1%	0.5%	15%	-4%
Clc1ccc(/C=N/Nc2ncnc3nc[nH]c23)cc1	-2%	.	.	5%	.	.	-0.1	57	1.3%	0.2%	7%	-7%
Cc1cc(C)cc(OCC(=O)OC/C(O)=C(\C#N)c2nc3ccccc3[nH]2)c1	2%	4	-13	4%	i	6	1.1	45	1.3%	6.7%	5%	-5%
COc1ccc(NC(=O)COc2cccc3c2CCN(Cc2cccnc2)C3=O)c(OC)c1	-1%	.	.	-14%	.	.	1.6	66	7.2%	-0.1%	7%	-6%
CCCNC(=O)COc1ccc(S(=O)(=O)Nc2ccc(C)cc2)cc1	-7%	-11	-22	2%	i	-8	1.4	66	1.8%	4.9%	1%	-2%
COc1ccc(S(=O)(=O)Nc2ccc(F)cc2F)cc1C(=O)N1CCOCC1	-7%	.	.	-5%	.	.	1.1	53	1.3%	-0.5%	19%	-6%
CCN(CC)CCCN1CC(=O)N2[C@@H](Cc3c([nH]c4ccccc34)C2(C)C)C1=O	-6%	.	.	6%	.	.	-0.9	87	0.8%	0.1%	0%	-7%
Cc1ccc(S(=O)(=O)N2CCCCC2)cc1NC(=O)CCOc1ccccc1	1%	1	16	-8%	i	13	0.1	81	-0.2%	1.1%[50 µM]	19%	5%
Cc1ccc(S(=O)(=O)Nc2ccc(NC(=O)Nc3cccc(C(F)(F)F)c3)cc2)cc1	5%	16	40	0%	i	13	37	56	-1.9%	-2.5%	31%	-1%
COc1ccc(-n2c(Cc3cccn3C)nnc2SCC(=O)N2CCCc3ccccc32)cc1	1%	13	1	0%	i	8	2.0	57	3.2%	0.7%	-9%	4%

Copied from the list.
For RSV antiviral HEp-2, CCOc1c(C)cc2[nH]c(CCC(=O)O)nc2c1C has the entry 1.0%
For NTR1 ag cell count 20 µM, CC(C)(C)c1cnnn1-c1cccc([N+](=O)[O-])c1 has the entry 60
For RSV antiviral HEp-2, CCOc1ccc(N(CC(=O)NC2CCCC2)S(=O)(=O)c2c(C)noc2C)cc1 has the entry -0.2%
